Source: PubChem BioAssay (several laboratories)
KKLEB tox: CF airway cell cytotoxicity counter-screen | 360,000 compounds, 0.36% hits | KKLEB CF airway cells viability, ATPlite luminescence, overnight; active compounds read low; cells stimulated with P. aeruginosa culture filtrate | activity change (cytotoxicity), % at 5 µM | AID 602141;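 active = corrected activity change at or below -50% at 5 µM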
TRAIL sens C8: sensitizes caspase-8 expressing cells to TRAIL | NB7+C8 cells + TRAIL, ATPlite viability luminescence | inhibition (viability loss, TRAIL sensitization), % at 10 µM | 360,000 compounds, 1% hits | AID 624354;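 active = compounds causing at least 50% loss of cell viability in the single-dose screen, relative to plate controls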
MITF TRPM1 inh: MITF TRPM1 promoter inhibition in SK-MEL-5 cells; inhibition, % at 12.5 µM; 330,000 compounds, 0.83% hits; SK-MEL-5 TRPM1 promoter luciferase, 24 h;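 active = mean inhibition across replicates of 60% or more, whatever share of single replicates reaches that level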; note: values of inactives mirror those of a sister screen read the other way
NR2E3 ag-1: activates human photoreceptor nuclear receptor NR2E3; Q9Y5X4; GST-NR2E3/biotin-RetCOR TR-FRET, 1536-well; inhibition of corepressor binding, % at 4.78 µM; 320,000 compounds, 0.12% hits; AID 2300;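 active = percent inhibition above the cutoff of mean plus 3 SD of all tested compounds, set per screening campaign, cut at about 20% in these data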;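 note: 0% = DMSO wells and 100% = biotin wells as full block of FRET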
Target sequence (Q9Y5X4 whole entry, looked up): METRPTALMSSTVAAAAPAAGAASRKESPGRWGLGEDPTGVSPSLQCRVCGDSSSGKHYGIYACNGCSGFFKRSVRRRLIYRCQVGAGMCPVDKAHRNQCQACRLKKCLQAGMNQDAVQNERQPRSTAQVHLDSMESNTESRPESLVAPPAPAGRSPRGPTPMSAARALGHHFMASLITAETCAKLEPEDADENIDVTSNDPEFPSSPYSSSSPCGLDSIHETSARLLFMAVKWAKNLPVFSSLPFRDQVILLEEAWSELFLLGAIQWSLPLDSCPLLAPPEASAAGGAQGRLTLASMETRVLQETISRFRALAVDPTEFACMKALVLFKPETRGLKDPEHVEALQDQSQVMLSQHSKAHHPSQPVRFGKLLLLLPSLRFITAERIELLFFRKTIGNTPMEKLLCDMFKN
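Material: NR2E3–RetCOR corepressor complex / Incubation: Compound–protein incubation for 5 h at 4 °C / Dosing: compound at 4.8 µM, single dose / Detection: time-resolved FRET / Benchmarks: high control biotin, low control 0.6% DMSO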
Peg3 promoter: Peg3 promoter activity inhibition; HeLa PEG-Prom luciferase reporter, luminescence, overnight; inhibition, % at 20 µM; 360,000 compounds, 1.7% hits; AID 588405;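 active = inhibition of at least 50% at 20 µM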
TROY signal inh: TROY signaling inhibition. Q293 LMP1-TROYcd NF-kB luciferase reporter, 4 h. inhibition, % at 10 µM. 360,000 compounds, 0.98% hits;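 active = compounds whose plate-normalised and pattern-corrected inhibition of the luciferase reporter signal at the single screening dose is 50% or more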
Shn3 inh set2: Schnurri-3 reporter inhibition in Clone20 osteoblasts. Clone20 osteoblast Shn3 3'UTR firefly luciferase, 24 h. inhibition, % at 12.5 µM. 360,000 compounds, 0.52% hits. AID 588674;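 active = mean inhibition of at least 75% with every replicate also reaching 75%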;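 note: 0% = median of neutral control wells and 100% = pilot-screen positive control compound; some compounds past the cut are filed as inactive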
TWEAK-Fn14 inh: blocks TWEAK-Fn14 interaction in a reporter cell assay; TWEAK-stimulated Fn14 reporter cells, luciferase luminescence, 8 h; inhibition, % at 10 µM; 360,000 compounds, 2% hits; AID 1159606; in the data active = inhibition above about 50%
HIF-2a inh: blocks HIF-2a reporter activity; inhibition, % at 18.8 µM; 786-0 RCC cells HIF-2a reporter, luciferase luminescence, overnight; 360,000 compounds, 0.72% hits;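 active = inhibition of the luminescence signal of 40% or more relative to plate controls, in a single-dose primary screen at 18.75 µM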
CF NFkB block: blocks PAF-induced NF-kB reporter in cystic fibrosis cells | KKLEB NF-kB-GFP reporter, GFP fluorescence overnight | inhibition, % at 5 µM | 360,000 compounds, 0.86% hits | AID 588850;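 active = at least 50% inhibition at 5 µM, scaled per plate between neutral and stimulator controls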;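 note: PAF is a Pseudomonas aeruginosa culture filtrate used as stimulus; plate controls were PAF-stimulated DMSO wells for no effect and unstimulated DMSO wells for full effect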
NR2E3 ag-2: human photoreceptor-specific nuclear receptor agonism | Q9Y5X4 | CHO-S Gal4-NCOR/VP16-NR2E3 two-hybrid, luciferase | inhibition of corepressor binding, % at 3.98 µM | 360,000 compounds, 0.35% hits | AID 602229;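 active = inhibition above the mean of all tested compounds plus 3 SD, cut at about 70% in these data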;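 note: 0% = DMSO with NR2E3 transfected cells and 100% = cells lacking NR2E3 construct; higher means lower luciferase signal from less NR2E3 corepressor binding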
Starred values were filed as active, the others as inactive. The list is partial; count on the stated rates, not on these rows.

Results for C[C@@H]1CN([C@H](C)CO)C(=O)CCCn2cc(nn2)CO[C@H]1CN(C)S(=O)(=O)c1cccc(F)c1 ?
KKLEB tox: -9; TRAIL sens C8: -7; Peg3 promoter: -5; TROY signal inh: -12; Shn3 inh set2: -3; TWEAK-Fn14 inh: 22; HIF-2a inh: -29; CF NFkB block: 18; NR2E3 ag-2: -2

What do the screens show for `O=C1COc2cc(S(=O)(=O)CCC(=O)N3CCCCC3)c(Cl)cc2N1`?
KKLEB tox: 2; TRAIL sens C8: 14; NR2E3 ag-1: 2; Peg3 promoter: 0; TROY signal inh: 3; Shn3 inh set2: -9; TWEAK-Fn14 inh: 98*; HIF-2a inh: 7; CF NFkB block: 6; NR2E3 ag-2: -9

Results for Cc1nc(NCCc2ccc(O)cc2)c2nnn(Cc3ccccc3)c2n1 ?
KKLEB tox: -14; TRAIL sens C8: 2; MITF TRPM1 inh: 7; NR2E3 ag-1: 0; Peg3 promoter: 16; TROY signal inh: 23; Shn3 inh set2: 11; TWEAK-Fn14 inh: -20; HIF-2a inh: 10; CF NFkB block: 20; NR2E3 ag-2: -15

How did CC(CC(=O)c1cccs1)CC(=O)c1cccs1 do in these assays?
KKLEB tox: -10; TRAIL sens C8: 1; MITF TRPM1 inh: -72; NR2E3 ag-1: 8; Peg3 promoter: -122; TROY signal inh: -74; Shn3 inh set2: -88; TWEAK-Fn14 inh: 18; HIF-2a inh: -211; CF NFkB block: 2; NR2E3 ag-2: -45

What do the screens show for `Nc1nnc(SCc2ccccc2F)n1-c1ccccc1`?
KKLEB tox: -6; TRAIL sens C8: 3; MITF TRPM1 inh: -1; NR2E3 ag-1: 7; Peg3 promoter: 18; TROY signal inh: -2; Shn3 inh set2: -2; TWEAK-Fn14 inh: 1; HIF-2a inh: 7; CF NFkB block: 6; NR2E3 ag-2: -14

How did Cc1nn(-c2ccccc2)c(Cl)c1C(=O)NCC(C)C do in these assays?
KKLEB tox: 0; TRAIL sens C8: 3; MITF TRPM1 inh: -5; NR2E3 ag-1: -3; Peg3 promoter: -12; TROY signal inh: -16; Shn3 inh set2: 6; TWEAK-Fn14 inh: -4; HIF-2a inh: -9; CF NFkB block: -5; NR2E3 ag-2: 0

Results for CCOC(=O)CSc1nnc(CNC(=O)c2ccc(OC)cc2OC)n1-c1ccc(OC)cc1 ?
KKLEB tox: -10; TRAIL sens C8: 10; MITF TRPM1 inh: 16; NR2E3 ag-1: 1; Peg3 promoter: -14; TROY signal inh: 3; Shn3 inh set2: 14; TWEAK-Fn14 inh: -15; HIF-2a inh: 24; CF NFkB block: 10; NR2E3 ag-2: 6

What do the screens show for `O=C(O)c1ccccc1SSc1ccccc1C(=O)O`?
KKLEB tox: -4; TRAIL sens C8: -2; MITF TRPM1 inh: 1; NR2E3 ag-1: -1; Peg3 promoter: -12; TROY signal inh: 2; Shn3 inh set2: 5; TWEAK-Fn14 inh: 8; HIF-2a inh: 4; CF NFkB block: 6; NR2E3 ag-2: -23

What do the screens show for `O=C(Nc1ncccc1Cl)c1cccc(F)c1`?
KKLEB tox: -3; TRAIL sens C8: 0; MITF TRPM1 inh: -21; NR2E3 ag-1: 0; Peg3 promoter: -24; TROY signal inh: -17; Shn3 inh set2: -6; TWEAK-Fn14 inh: -7; HIF-2a inh: -43; CF NFkB block: -8; NR2E3 ag-2: 4

Results for CN(c1cccc(NC(=O)CN2C(=O)c3ccccc3S2(=O)=O)c1)S(C)(=O)=O ?
KKLEB tox: 8; TRAIL sens C8: -2; MITF TRPM1 inh: 12; NR2E3 ag-1: 5; Peg3 promoter: 14; TROY signal inh: -6; Shn3 inh set2: 14; TWEAK-Fn14 inh: 44; HIF-2a inh: 2; CF NFkB block: 4; NR2E3 ag-2: -2

How did CCC(C(=O)N1CCN(Cc2ccc3c(c2)OCO3)CC1)n1nnc2ccccc2c1=O (stereo not drawn) do in these assays?
KKLEB tox: -14; TRAIL sens C8: 0; Peg3 promoter: 2; TROY signal inh: -16; Shn3 inh set2: 1; TWEAK-Fn14 inh: 14; HIF-2a inh: 12; CF NFkB block: 15; NR2E3 ag-2: 19

Results for CCC(CC)NC(=O)Cc1ccccc1OC ?
KKLEB tox: 8; TRAIL sens C8: 1; MITF TRPM1 inh: -4; NR2E3 ag-1: 1; Peg3 promoter: 15; TROY signal inh: -5; Shn3 inh set2: -2; TWEAK-Fn14 inh: -1; HIF-2a inh: 9; CF NFkB block: -4; NR2E3 ag-2: 4

How did N#Cc1c(NC(=S)NC(=O)C2CCCC2)sc2c1CCCCC2 do in these assays?
KKLEB tox: -6; TRAIL sens C8: 26; MITF TRPM1 inh: -17; NR2E3 ag-1: 0; Peg3 promoter: -101; TROY signal inh: -42; Shn3 inh set2: -35; TWEAK-Fn14 inh: -46; HIF-2a inh: -156; CF NFkB block: 25; NR2E3 ag-2: -26

Results for CC(NC(=O)CN(c1ccccc1F)S(C)(=O)=O)c1ccccc1 (stereo not drawn) ?
KKLEB tox: 2; TRAIL sens C8: 4; MITF TRPM1 inh: -3; NR2E3 ag-1: 3; Peg3 promoter: 7; TROY signal inh: 12; Shn3 inh set2: -13; TWEAK-Fn14 inh: -10; HIF-2a inh: 15; CF NFkB block: 11; NR2E3 ag-2: -51

Results for O=C1NC2c3c(Cl)sc(Cl)c3C(=O)C2O1 (stereo not drawn) ?
KKLEB tox: -2; TRAIL sens C8: 23; MITF TRPM1 inh: 4; Peg3 promoter: 68*; TROY signal inh: -11; Shn3 inh set2: -3; TWEAK-Fn14 inh: 19; HIF-2a inh: 32; CF NFkB block: 3; NR2E3 ag-2: 30

How did COc1ccc(CN(C(=O)c2ccc(C)cc2)C2CCS(=O)(=O)C2)cc1 (stereo not drawn) do in these assays?
KKLEB tox: 15; TRAIL sens C8: -10; MITF TRPM1 inh: 0; NR2E3 ag-1: 6; Peg3 promoter: 10; TROY signal inh: -2; Shn3 inh set2: -17; TWEAK-Fn14 inh: -4; HIF-2a inh: 3; CF NFkB block: -6; NR2E3 ag-2: 7

Results for O=C(CO/N=C1\CCCc2nonc21)Nc1ccc(Br)cc1 ?
KKLEB tox: -5; TRAIL sens C8: 10; MITF TRPM1 inh: 16; NR2E3 ag-1: -2; Peg3 promoter: 5; TROY signal inh: -15; Shn3 inh set2: 9; TWEAK-Fn14 inh: 10; HIF-2a inh: -27; CF NFkB block: 11; NR2E3 ag-2: -6

How did C/C(=N\N=C(c1ccccc1)c1ccccc1)c1ccco1 do in these assays?
KKLEB tox: 2; TRAIL sens C8: -3; MITF TRPM1 inh: 1; NR2E3 ag-1: 0; Peg3 promoter: -21; TROY signal inh: 6; Shn3 inh set2: 3; TWEAK-Fn14 inh: -8; HIF-2a inh: -29; CF NFkB block: -1; NR2E3 ag-2: -7

What do the screens show for `COc1ccc(OC)c2[nH]c(=O)c(CCNS(=O)(=O)c3ccc(F)cc3)cc12`?
KKLEB tox: 12; TRAIL sens C8: -37; MITF TRPM1 inh: 4; NR2E3 ag-1: 3; Peg3 promoter: 7; TROY signal inh: 11; Shn3 inh set2: 13; TWEAK-Fn14 inh: 16; HIF-2a inh: 4; CF NFkB block: -6; NR2E3 ag-2: -33

How did CCOc1ccccc1N1CCN(CC(O)COc2ccc3c(C)cc(=O)oc3c2)CC1 (stereo not drawn) do in these assays?
KKLEB tox: -3; TRAIL sens C8: -22; MITF TRPM1 inh: 4; NR2E3 ag-1: -1; Peg3 promoter: 9; TROY signal inh: -1; Shn3 inh set2: 11; TWEAK-Fn14 inh: -30; HIF-2a inh: -22; CF NFkB block: -14; NR2E3 ag-2: -3

Results for CC1CCN(CCCNC(=O)C2CCC(CNS(=O)(=O)c3ccccc3)CC2)CC1 (stereo not drawn) ?
KKLEB tox: -8; TRAIL sens C8: -15; MITF TRPM1 inh: -3; NR2E3 ag-1: 2; Peg3 promoter: 8; TROY signal inh: -3; Shn3 inh set2: -1; TWEAK-Fn14 inh: -10; HIF-2a inh: -11; CF NFkB block: 3; NR2E3 ag-2: -10

What do the screens show for `Cc1ccccc1SC1CCN(C(=O)C2CCC(=O)N(C3CC3)C2)CC1` (stereo not drawn)?
KKLEB tox: -1; TRAIL sens C8: -9; MITF TRPM1 inh: -1; NR2E3 ag-1: -1; Peg3 promoter: 11; TROY signal inh: -13; Shn3 inh set2: 6; TWEAK-Fn14 inh: 2; HIF-2a inh: 1; CF NFkB block: -18; NR2E3 ag-2: 2

How did CCc1nc2c(OCC(=O)c3ccc(F)cc3)cccn2c1N(C)C(=O)C(C)C do in these assays?
KKLEB tox: -2; TRAIL sens C8: 4; Peg3 promoter: 9; TROY signal inh: 6; Shn3 inh set2: -21; TWEAK-Fn14 inh: -15; HIF-2a inh: -2; CF NFkB block: 6; NR2E3 ag-2: 5

How did OCCCNc1ncnc2c1ncn2[C@H]1CN(Cc2ccc(Cl)cc2)C[C@@H](CO)O1 do in these assays?
KKLEB tox: 6; TRAIL sens C8: -2; Peg3 promoter: -8; TROY signal inh: 5; Shn3 inh set2: -3; TWEAK-Fn14 inh: -5; HIF-2a inh: 13; CF NFkB block: 1; NR2E3 ag-2: 1

The last 2 records of the section above come first, to join the parts.
How did CCc1nc2c(OCC(=O)c3ccc(F)cc3)cccn2c1N(C)C(=O)C(C)C do in these assays?
KKLEB tox: -2; TRAIL sens C8: 4; Peg3 promoter: 9; TROY signal inh: 6; Shn3 inh set2: -21; TWEAK-Fn14 inh: -15; HIF-2a inh: -2; CF NFkB block: 6; NR2E3 ag-2: 5

How did OCCCNc1ncnc2c1ncn2[C@H]1CN(Cc2ccc(Cl)cc2)C[C@@H](CO)O1 do in these assays?
KKLEB tox: 6; TRAIL sens C8: -2; Peg3 promoter: -8; TROY signal inh: 5; Shn3 inh set2: -3; TWEAK-Fn14 inh: -5; HIF-2a inh: 13; CF NFkB block: 1; NR2E3 ag-2: 1

What do the screens show for `Cc1ccc(NC(=O)CCn2cnc3ccccc3c2=O)cc1Cl`?
KKLEB tox: -3; TRAIL sens C8: 1; MITF TRPM1 inh: -22; NR2E3 ag-1: 0; Peg3 promoter: -41; TROY signal inh: -26; Shn3 inh set2: -3; TWEAK-Fn14 inh: -17; HIF-2a inh: -35; CF NFkB block: -1; NR2E3 ag-2: 4

How did COc1cc2c(cc1OC)C(=NO)CCCC2 do in these assays?
KKLEB tox: -12; TRAIL sens C8: -6; Peg3 promoter: -4; TROY signal inh: -3; Shn3 inh set2: -18; TWEAK-Fn14 inh: 10; HIF-2a inh: 13; CF NFkB block: 2; NR2E3 ag-2: -3

What do the screens show for `COc1ccccc1C(=O)NC(=O)COC(=O)CNC(=O)c1ccccc1`?
KKLEB tox: 15; TRAIL sens C8: 7; MITF TRPM1 inh: -3; NR2E3 ag-1: -4; Peg3 promoter: 4; TROY signal inh: -8; Shn3 inh set2: 8; TWEAK-Fn14 inh: 0; HIF-2a inh: 0; CF NFkB block: -30; NR2E3 ag-2: -16

What do the screens show for `CCCc1cc(C(=O)OCC(=O)N(CCC)c2c(N)n(Cc3ccccc3)c(=O)[nH]c2=O)sc1C`?
KKLEB tox: 0; TRAIL sens C8: -4; MITF TRPM1 inh: 1; NR2E3 ag-1: 1; Peg3 promoter: -2; TROY signal inh: -6; Shn3 inh set2: -32; TWEAK-Fn14 inh: -1; HIF-2a inh: 15; CF NFkB block: 16; NR2E3 ag-2: -1
